GPR151 activ: activators of human GPR151, primary screen, cell-based, PathHunter beta-arrestin, luminescence. PathHunter beta-arrestin GPR151 cells. activation, % at 11.2 µM. 1% of 650,000 active. AID 1508602, 2020; in the data active = activation above about 4.9%;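 note: 0% = median of compound wells and 100% = cells with positive control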
TEAD-YAP block: TEAD-YAP interaction inhibition, primary screen, TEAD-YAP interaction inhibitor project, luminescence, HEK-TIYL cells | TEAD-Gal4/YAP UAS-luciferase luminescence | inhibition, % at 9.12 µM | 1.4% of 640,000 active | AID 1259422, 2018; in the data active = inhibition above about 32%;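 note: 0% = median of test compound wells and 100% = reference inhibitor wells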
FBW7 activator: FBW7 E3 ligase activators, primary screen, biochemical, AlphaScreen, human. 0.13% of 650,000 active. AID 1259310, 2017. normalized activity (activation), % at 26.1 µM. AlphaScreen FBW7–phospho-cyclin E peptide binding, activator screen; in the data active = normalized activity above about 1.9%;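 note: purified mutant Fbw7 with reduced substrate affinity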
Target sequence (Q969H0 whole entry, looked up): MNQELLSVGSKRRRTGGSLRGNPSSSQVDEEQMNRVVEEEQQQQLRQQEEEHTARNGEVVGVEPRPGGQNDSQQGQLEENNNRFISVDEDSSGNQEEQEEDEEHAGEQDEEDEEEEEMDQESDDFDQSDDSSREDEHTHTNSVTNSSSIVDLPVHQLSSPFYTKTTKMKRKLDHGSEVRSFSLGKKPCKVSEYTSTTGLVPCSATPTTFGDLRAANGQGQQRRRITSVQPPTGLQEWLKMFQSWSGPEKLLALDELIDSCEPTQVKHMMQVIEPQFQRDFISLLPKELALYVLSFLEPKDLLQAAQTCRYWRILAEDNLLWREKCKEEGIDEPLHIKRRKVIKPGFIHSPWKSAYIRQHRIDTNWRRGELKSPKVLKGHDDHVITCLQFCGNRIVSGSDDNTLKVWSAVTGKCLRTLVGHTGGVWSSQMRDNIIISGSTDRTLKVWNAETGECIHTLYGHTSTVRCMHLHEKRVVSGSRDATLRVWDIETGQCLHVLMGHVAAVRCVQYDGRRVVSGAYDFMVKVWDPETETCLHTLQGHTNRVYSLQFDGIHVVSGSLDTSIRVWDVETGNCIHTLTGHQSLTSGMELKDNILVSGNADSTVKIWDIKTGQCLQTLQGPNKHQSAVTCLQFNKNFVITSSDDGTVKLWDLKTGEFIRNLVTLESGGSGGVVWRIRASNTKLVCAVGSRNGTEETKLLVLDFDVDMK
MITF inh: MITF inhibitors, primary screen, biochemical, AlphaScreen, human. Microphthalmia-associated transcription factor (Homo sapiens), O75030. inhibition, % at 2.6 µM. AlphaScreen MITF homodimerization, bead proximity signal. 0.91% of 650,000 active; in the data active = inhibition above about 50%;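 note: 0% = vehicle wells with protein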
* marks the source's active call; other numbers are inactive results; & = joins results of further samples.

Molecule	GPR151 activ	TEAD-YAP block	FBW7 activator	MITF inh
COc1cc(/C(C)=N/NC(=S)NC(C)C)cc(OC)c1OC	-1.9	-3.6	0.1	15.1
O=S(=O)(NC1CCCCC1N1CCNCC1)c1ccc(Cl)cc1 (stereo not given)	0.3	5.2	-0.1	10.2
CC(Nc1cc(N2CCN(S(=O)(=O)c3ccccc3)CC2)ccc1[N+](=O)[O-])C12CC3CC(CC(C3)C1)C2 (stereo not given)	-0.5	5.2	-0.1	-3.3
Cc1nc2nc[nH]n2c(=O)c1NS(=O)(=O)c1ccc2[nH]c(=O)[nH]c2c1	1.2	14.7	0.7	14.1
CC1CN(Cc2cc(=O)n3ccsc3n2)CC(C)O1 (stereo not given)	-0.4	2.8	0.2	11.7
COc1cc(/C=N/NC(=O)c2ccc(O)cc2)cc(OC)c1OC	-0.8	-13.5	0.0	-7.4
CN(C)S(=O)(=O)c1ccc(C(=O)N=c2sc3cc(Cl)ccc3n2C)cc1	0.3	4.3	0.1	15.7
CCOC(=O)CNS(=O)(=O)c1ccc(Br)cc1	1.0	7.7	0.0	11.7
Cc1ccc(C(=O)NCc2cccnc2)cc1	2.9	-10.8	0.1	8.1
Cc1ccc(C(=O)CCC(=O)Nc2ccccc2)cc1	-1.2	11.1	0.0	4.5
c1ccc(CN2CCC(Nc3nccc(NCc4cccnc4)n3)CC2)cc1	0.1	3.9	-0.1	6.3
O=C(Cc1ccccc1)NC(=S)Nc1ccc(Cl)cn1	-0.7	-27.7	0.0	-3.0
Cc1nnc(SCC(=O)N2CCN(C(=O)c3ccco3)CC2)[nH]c1=O	1.4	14.0	-0.3	2.5
CCOc1ccc(NS(=O)(=O)c2c[nH]c(C(=O)OC)c2)cc1	3.0	7.0	-0.1	2.8
FC(F)(F)c1cccc(CN2CCCC(c3nc4ccc(-c5ccncc5)cc4[nH]3)C2)c1 (stereo not given)	0.6	13.7	-0.2	4.7
NCCOc1ccc(C23CC4CC(CC(C4)C2)C3)cc1	4.4	4.2	-0.2	-3.5
CCC(=O)NCc1ccc2[nH]c(C)cc2c1	0.6	-12.5	-0.2	1.1
Cc1cc(/C=C2/C(=N)N3N=C(C4CCCCC4)SC3=NC2=O)c(C)n1-c1ccc(F)cc1	-0.4	6.8	0.1	1.5
CC(=O)c1ccc(NC(=S)NC(=O)c2ccccc2C)cc1	-0.1	-23.1	0.0	2.0
CCOC(=O)C1CCN(Cc2ccc(C)o2)CC1	1.3	-8.8	-0.2	26.6
CCOC(=O)C1=C(C)N=c2s/c(=C\c3cc(C)n(-c4ccc(Cl)cc4)c3C)c(=O)n2C1c1cc(OC)ccc1OC (stereo not given)	-0.5	-5.2	0.1	-21.1
Cc1cccc(C(=O)NCc2nc(-c3cccc(C)c3)no2)c1	-1.7	0.7	0.9	1.9
O=C(CSc1nnc(-c2ccco2)o1)c1cccc([N+](=O)[O-])c1	0.5	5.1	-0.1	-3.2
CCNC(=O)C1CC(=O)N(c2ccc(C)cc2)C1 (stereo not given)	-0.9	-1.3	-0.1	-3.1
COc1ccc(/C=N/NC(=O)c2ccccc2O)cc1Cn1cnc([N+](=O)[O-])n1	0.9	-20.0	0.0	4.9
CCOc1ccc(C(=O)Nc2ccc(NC(=O)c3cccc(C)c3)cc2)cc1[N+](=O)[O-]	-0.2	-2.5	-0.1	1.3
O=C(CCCCl)Nc1ccc([N+](=O)[O-])cc1	0.1	3.1	-0.3	-1.9
CC(C)[C@@H](CO)Nc1ccc2ncc(-c3ccccc3F)n2n1	1.0	57.3*	-0.1	-14.3
COC(=O)c1cn(CC(=O)NC2CCCC2)c2ccccc12	0.6	-7.2	0.2	2.5
CC[C@H](C)C(=O)O[C@H]1C[C@H](O)C=C2C=C[C@H](C)[C@H](CC[C@@H](O)C[C@@H](O)CC(=O)O)[C@H]21	2.1&0.3	-2.0	0.1&-0.1	-7.3&-20.6
Cc1ccc(NC(=O)Cc2nc3ccccc3n2CCC#N)cc1	-2.1	1.9	0.2	23.9
Cc1ccc(Cc2c(C)nc3nc(SCc4ccc(Cl)cc4)nn3c2C)cc1	-0.4	-3.5	0.2	1.0
Cn1cnnc1SCC(=O)N1N=C(c2ccc(Br)cc2)CC1c1ccc(F)cc1 (stereo not given)	2.6	23.2	-0.3	-0.2
CCOc1ccccc1/C=N/Nc1nn2cnnc2c2ccccc12	-0.1	5.9	0.0	9.8
COc1ccc(-n2nc3cc(C)c(NC(=O)COc4ccc(C)c(C)c4)cc3n2)cc1	1.6	-16.1	-0.1	3.6
Cc1ccc(CNc2ccc3c(c2)OCO3)c(C)c1	1.5	-11.0	-0.1	-4.4
COc1ccc2c(Cl)c(C(=O)Nc3nc(C)c(C(=O)N(C)C)s3)sc2c1	1.9	5.6	-0.2	16.6
O=C(Nn1c(-c2cccs2)nc2ccccc2c1=O)c1ccc(Cl)c(Cl)c1	-1.7	15.3	0.3	20.3
COC(=O)c1ccc(COc2cc([N+](=O)[O-])cc3cccnc23)cc1	-0.8	-8.0	-0.1	-1.8
O=C1C=C(Cc2ccc(F)cc2)C(=O)c2ccccc21	-0.5	4.5	-0.1	17.1
COc1ccccc1C1=NOC(COC(=O)c2ccc(Br)cc2)C1 (stereo not given)	0.1	-5.1	0.0	2.6
Cc1ccc(C(=O)N(C)CCN(C)C)c(NCc2cccnc2)n1	0.3	-2.4	0.3	24.3
COc1cc(C(=O)OCn2c(=O)oc3ccccc32)cc(OC)c1OC	-0.3	6.6	0.5	10.1
Cc1sc2nc(C)n(C3CCN(C(=O)c4ccncc4)CC3)c(=O)c2c1C	0.4	40.5*	0.0	-14.1
COc1ccc(C2C(C#N)=C(N)OC3=C2C(=O)CC(C)(C)C3)c(OC)c1C (stereo not given)	-0.8	6.3	0.0	5.0
O=[N+]([O-])c1c(N(CCO)Cc2ccccc2)cc(Cl)c2nonc12	-0.7	5.5	-1.1	29.2
CCn1ccnc1CN1CCC2(CC1)c1ccccc1[C@@H](NC(=O)C(C)C)[C@@H]2OC	0.3	-5.8	0.0	9.8
C/C=C/COC(=O)C1=C(C)NC(=O)NC1c1ccc(N(C)C)cc1 (stereo not given)	0.0	10.0	-0.1	3.5
O=[N+]([O-])c1ccc(N2CCSCC2)cc1	0.7	-1.5	-0.3	9.7
CCOC(=O)CNC(=O)CSc1nnc2[nH]c(=O)c(C)c(C)n12	-0.1	-2.4	-0.1	-3.8
Cc1cnc(-c2c(C)nn(C)c2C)nc1NCCN1CCOCC1	-1.4	-1.6	0.6	12.9
Cc1cn2cc(CNC3CCN(c4ccc(NS(=O)(=O)N(C)C)cc4)CC3)nc2s1	-0.3	-1.7	0.5	11.7
CCC1C(=O)NCCN1Cc1ccc2c(c1)CN(Cc1ccc(OC)c(C)c1)CCO2 (stereo not given)	-0.9	8.7	0.0	9.0
CCOC(=O)C(NCc1ccc(F)cc1)(NC(=O)c1cccnc1)C(F)(F)F (stereo not given)	0.9	-2.0	0.0	16.1
Cc1ccc(N(C(C)C(=O)Nc2ccc(F)c(F)c2)S(C)(=O)=O)cc1C (stereo not given)	0.4	-5.7	1.1	13.3
CCOC(=O)CSc1nc(Nc2cc(OC)c(OC)c(OC)c2)c2ccccc2n1	-1.9	-11.6	0.9	8.5
Cc1ccc(-c2sc3nc(-c4ccccc4)ccc3c2N)c(C)c1	1.7	0.9	1.0	-5.3
CCCNC(=O)CC(NS(=O)(=O)c1ccc(Br)cc1)c1ccco1 (stereo not given)	-0.5	12.6	-0.1	6.7
COc1ccc(CCNc2nc(SCc3cccc([N+](=O)[O-])c3)nc3ccccc23)cc1OC	1.1	-5.3	0.1	2.7
Cc1ccc(NC(=O)c2ccc(CNc3c(N4CCC(C)CC4)c(=O)c3=O)cc2)cc1C	0.4	-39.3	-0.3	-4.0

Remaining list, next part:
Molecule	GPR151 activ	TEAD-YAP block	FBW7 activator	MITF inh
CCN1CC2([N+](=O)[O-])C(=O)c3ccccc3C([N+](=O)[O-])(C1)C2CC(=O)c1ccccc1 (stereo not given)	-0.7	1.1	-0.1	13.1
CCCCC1CN(CCC(=O)NCCc2nc(-c3ccncc3)n[nH]2)Cc2ccccc2O1 (stereo not given)	-1.4	-7.0	0.0	0.1
Clc1ccccc1-c1nnc(SCCC2OCCCO2)o1	-0.1	-22.0	-0.3	-8.1
Clc1ccc(Cc2nnc3n2N=C(c2ccccc2)CS3)cc1	-0.2	-0.9	0.2	-5.6
COc1cc(Nc2nccn3c(-c4ccc(C)cc4)cnc23)cc(OC)c1OC	0.0	46.1*	-0.8	-6.1
Cc1cc(NC(=O)c2ccc(F)cc2)n(-c2nc3ccccc3[nH]2)n1	2.7	4.9	0.1	5.0
Cc1cc(C(=O)COC(=O)c2ccc(Br)o2)c(C)n1Cc1ccco1	-0.6	-5.5	0.3	17.1
Nc1ccc([N+](=O)[O-])cc1N=Cc1ccc([N+](=O)[O-])cc1	1.4	-45.7	-0.2	3.9
Cc1cccc(NC(=O)CC(C)S(=O)(=O)c2cc3c(cc2C)NC(=O)CO3)c1 (stereo not given)	0.4	-7.0	0.4	0.3
CC1=NNC(=O)C1CCC(=O)N/N=C\c1ccc(C(C)(C)C)cc1 (stereo not given)	-0.5	-5.5	0.1	-10.8
CC(=O)Nc1cccc(NC(=O)Cn2cnc3c(nnn3-c3ccc(C)cc3)c2=O)c1	0.7	-1.8	-0.1	-3.4
COc1ccccc1-c1cc(C(F)(F)F)nc(S(=O)(=O)CCCC(=O)Nc2ccc(F)c(Cl)c2)n1	0.6	-1.4	0.4	53.7*
C/C(=C\C(=O)c1ccc(Cl)cc1)Nc1ccc(O)cc1	0.1	0.5	-0.1	-3.1
COc1ccc(C(=O)NCC(=O)N=Nc2c(O)[nH]c3ccccc23)cc1	-0.1	-2.1	0.0	0.3
CC1CCCN(C(=O)c2cc(-c3ccccc3)nc3ccccc23)C1 (stereo not given)	-1.2	8.6	-0.2	1.9
O=C(CCCn1c(SCC(=O)NCc2ccco2)nc2ccsc2c1=O)NCc1ccc2c(c1)OCO2	-0.3	-6.3	-0.2	-15.2
Cc1cc(Br)cc(/C=N/NC(=O)COc2cccc([N+](=O)[O-])c2)c1O	0.2	-5.1	0.1	-9.3
CCOC(=O)c1cnc(SCC(=O)Nc2ccc(C)c([N+](=O)[O-])c2)nc1N	-0.2	13.3	0.0	1.2
OC(COc1ccc(Br)cc1)Cn1cnc(-c2ccccc2)c1 (stereo not given)	-0.1	-9.0	0.3	3.9
CCN(CC)C(=O)C1CCN(c2nc3nonc3nc2NC2CC2)CC1	-0.9	6.7	1.2	11.7

Rewritten with two lines to a compound: part of the list above.
Second line of a record: GPR151 activ | TEAD-YAP block | FBW7 activator | MITF inh
> C/C(=C\C(=O)c1ccc(Cl)cc1)Nc1ccc(O)cc1
  0.1 | 0.5 | -0.1 | -3.1
> COc1ccc(C(=O)NCC(=O)N=Nc2c(O)[nH]c3ccccc23)cc1
  -0.1 | -2.1 | 0.0 | 0.3
> CC1CCCN(C(=O)c2cc(-c3ccccc3)nc3ccccc23)C1 (stereo not given)
  -1.2 | 8.6 | -0.2 | 1.9
> O=C(CCCn1c(SCC(=O)NCc2ccco2)nc2ccsc2c1=O)NCc1ccc2c(c1)OCO2
  -0.3 | -6.3 | -0.2 | -15.2

(list continues)
Molecule	GPR151 activ	TEAD-YAP block	FBW7 activator	MITF inh
Brc1ccc(-c2nc3ccccc3c3nc4ccccc4n23)cc1	1.5	4.8	0.2	-3.1
COc1cccc(CC(=O)N2CCOc3ccc(C4(O)CCN(C)CC4)cc3C2)c1	0.7	8.5	0.1	6.2
COc1cc(OC)cc(C(=O)Nc2ccc(Cl)c(-c3nc4ccccc4[nH]3)c2)c1	-0.9	13.8	-0.1	-3.5
COC(=O)c1c(OCc2ccncc2)cc(=O)n2c1CCN(CCC(C)C)CC2	-0.8	-23.3	0.0	14.9
O=c1cc[nH]c(=S)[nH]1	0.5	-3.2	-0.1	-4.3
OCCC1CN(C2CCN(c3ccccc3)CC2)CCN1CCCc1ccccc1 (stereo not given)	-0.6	-1.8	-0.1	16.1
COCCNC(=O)CCCn1ncn2c(cc3occc32)c1=O	-0.6	3.7	0.8	9.9
O=C(Cn1cnc2ccccc21)N/N=C\c1ccccc1[N+](=O)[O-]	-0.3	-15.2	-0.1	7.6
